# Bioassay records from PubChem.
# Mtb UGM inh – blocks M. tuberculosis UGM enzyme; P9WIQ1; purified UGM, fluorescence polarization probe displacement; inhibition, % at 10 µM; 320,000 tested, 0.06% active; in the data active = inhibition above about 10%, passing the limit was not always enough; inconclusive = no clear call, values can overlap the other calls
# Target sequence (P9WIQ1 whole entry, looked up): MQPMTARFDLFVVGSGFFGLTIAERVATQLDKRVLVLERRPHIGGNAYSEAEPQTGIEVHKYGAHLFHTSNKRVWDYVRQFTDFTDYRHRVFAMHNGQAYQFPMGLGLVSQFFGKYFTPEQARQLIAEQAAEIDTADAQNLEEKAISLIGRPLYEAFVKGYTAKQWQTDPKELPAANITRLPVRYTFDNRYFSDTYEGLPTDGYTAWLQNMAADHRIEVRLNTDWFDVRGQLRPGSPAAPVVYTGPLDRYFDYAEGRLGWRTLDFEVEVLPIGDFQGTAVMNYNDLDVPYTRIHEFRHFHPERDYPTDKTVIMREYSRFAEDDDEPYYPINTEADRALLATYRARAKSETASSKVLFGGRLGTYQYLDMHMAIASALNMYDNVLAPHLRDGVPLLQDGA
# Anthrax LF inh2 – inhibitors of Bacillus anthracis lethal factor protease. AID 588501. multiplex microsphere protease cleavage assay, LF. inhibition, % at 10 µM. 360,000 tested, 0.12% active. P15917; note: plate controls were buffer without enzyme for full effect and enzyme alone for no effect
# Mtb BioA inh – blocks M. tuberculosis BioA enzyme activity; purified M. tuberculosis BioA enzyme, plate reader; inhibition, % at 9.99 µM; 360,000 tested, 0.096% active; AID 602481; in the data active = inhibition above about 40%; inconclusive = no clear call, values can overlap the other calls
# BoNT F protease – blocks Botulinum neurotoxin F light chain protease. 360,000 tested, 0.22% active. Multiplex microsphere protease cleavage assay, flow cytometry. inhibition, % at 10 µM; in the data active = inhibition above about 35%, passing the limit was not always enough; inconclusive = no clear call, values can overlap the other calls; note: plate controls were buffer without enzyme for full effect and enzyme alone for no effect
# PfHsp40 rescue – restores yeast growth despite PfHsp40 toxicity; S. cerevisiae expressing PfHsp40, growth rescue, ATP luminescence; growth rescue, % at 12.5 µM; 340,000 tested, 0.68% active; AID 504582; in the data active = growth rescue above about 28%, passing the limit was not always enough; inconclusive = no clear call, values can overlap the other calls;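 note: yeast W303a lacking pdr1 and pdr3 grown in galactose medium; growth measured after three days at 30 °C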
# FBA Mtb inh – inhibits M. tuberculosis FBA enzyme | purified M. tuberculosis FBA, fluorescence read-out | P9WQA3 | 360,000 tested, 2.3% active | inhibition, % at 1 µM | AID 588726; in the data active = inhibition above about 27%;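 note: 0% = vehicle and 100% = reference inhibitor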
# Target sequence (P9WQA3 whole entry, looked up): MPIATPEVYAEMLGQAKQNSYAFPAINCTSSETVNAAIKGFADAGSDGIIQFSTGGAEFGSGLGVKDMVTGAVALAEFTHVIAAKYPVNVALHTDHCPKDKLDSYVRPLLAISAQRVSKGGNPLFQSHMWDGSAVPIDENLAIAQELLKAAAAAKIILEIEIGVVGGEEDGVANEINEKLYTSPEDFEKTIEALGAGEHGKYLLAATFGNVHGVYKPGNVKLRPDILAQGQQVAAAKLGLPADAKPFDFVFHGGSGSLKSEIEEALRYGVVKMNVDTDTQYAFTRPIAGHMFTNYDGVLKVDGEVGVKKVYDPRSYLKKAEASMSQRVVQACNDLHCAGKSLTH
# FadD28 binding – inhibitors of Mycobacterium tuberculosis FadD28 bisubstrate binding | FadD28 bisubstrate probe binding, fluorescence polarization | AID 588549 | inhibition, % at 12.5 µM | 360,000 tested, 0.22% active; in the data active = inhibition above about 8.5%, passing the limit was not always enough; inconclusive = no clear call, values can overlap the other calls
# GDH-TPI counter – inhibits GDH-TPI coupling enzymes, artifact for Mtb FBA screen. inhibition, % at 4.8 µM. GDH-TPI coupled enzyme counterscreen, NADH absorbance. 360,000 tested, 1.2% active; in the data active = inhibition above about 30%;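 note: 0% = DMSO wells and 100% = wells lacking the enzyme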
# BoNT A protease – inhibitors of Botulinum neurotoxin A light chain protease. inhibition, % at 10 µM. 360,000 tested, 0.17% active. AID 588499. multiplex microsphere protease substrate cleavage, flow cytometry; note: plate controls were buffer without enzyme for full effect and enzyme alone for no effect
# Numbers without * were called inactive; ? = inconclusive; / = no result given; & = joins results of further samples. Cut-off read from the data, not from the text of the source, unless noted: active = inhibition above about 30%; inconclusive = no clear call, values can overlap the other calls; inactive = below that.
SMILES,Mtb UGM inh,Anthrax LF inh2,Mtb BioA inh,BoNT F protease,PfHsp40 rescue,FBA Mtb inh,FadD28 binding,GDH-TPI counter,BoNT A protease
COc1cc2cc(Oc3ccc4ccc(=O)oc4c3)c(=O)oc2cc1OC(C)=O,2.2,2,-1.0,-6,1.3,9,-2.5,28,-0.3
Cc1ccc(-n2c(O)c(/C=N/NC(=O)c3ccncc3)c(=O)[nH]c2=O)cc1,0.9,2,/,-7,-1.5,0,-1.8,25,-0.9
O=C(NC1CCCCC1)c1n[nH]c2c1CC(c1ccccc1)CC2 (configuration not stated),1.2,6,-1.1,9,-1.6,0,-2.4,8,0.3
COCCCNC(=O)CSc1nc2sc(C(=O)OC)c(C)c2c(=O)n1N,1.3,-3,/,-10,1.1,0,-1.2,23,-0.1
CCN1CCN(CC(=O)Nc2nc3ccc(C)cc3s2)CC1,3.5,-2,-1.5,13,21,1,-2.8,-11,1.6
COc1ccccc1/C=C/C(=O)OCC(=O)NC1CC1,/,2,-0.5,4,-0.4,13,-2.2,6,0.0
CCOC(=O)c1c(C)nc(SCC(N)=O)c(C#N)c1-c1ccccc1,2.4,-1,3.8,-1,-0.3,-3,-2.0,-4,0.0
O=C(Cn1ccccc1=O)c1ccc(Cl)cc1,1.9,-3,/,-4,0.1,-1,-2.2,-7,-1.2
O=C(c1ccccc1)C1CC=CCC1C(=O)c1ccccc1 (configuration not stated),/,-6,-0.3,-4,1.4,0,-2.2,14,-0.5
O=C(c1ccco1)N1CCN(Cc2cn[nH]c2-c2cccc3ccccc23)CC1,-0.9,-2,/,-10,-1.2,0,0.0,4,0.3
c1coc(CNc2nc3nonc3nc2NCc2ccco2)c1,4.4,0,/,-10,0.8,-3,-7.9,11,0.0
O=C(CSc1nc2ccccc2c(=O)[nH]1)N1CCN(c2ccccc2)CC1,-4.2,4,1.2,-6,0.8,0,0.3,-6,-0.2
O=C(CCCn1c(=O)oc2ccccc21)N1CCN(c2ccccn2)CC1,0.9,2,4.2,3,0.9,14,-0.3,5,0.6
Nc1nc(NCCOCCO)nc(Nc2cccc(F)c2)c1[N+](=O)[O-],0.3,-1,4.2,-10,-1.2,-2,-1.0,26,-3.1
COc1cc(/C=C/c2onc(C)c2[N+](=O)[O-])cc(OC)c1OC,3.1,4,/,-1,-0.4,0,-0.5,1,-0.2
CCCn1c(CN2CCN(c3cccc(Cl)c3)CC2)nc2c1c(=O)n(C)c(=O)n2C,-3.0,3,2.5,-2,1.8,-2,-3.0,-8,0.1
CCc1cc2c(=O)c(-c3cnn(-c4ccccc4)c3)c(C)oc2cc1OCC(=O)Nc1cccc(C)c1,-2.4,0,/,-2,-1.6,-2,-1.2,4,0.1
CCCNC(=O)c1ccccc1NC(=O)c1ccccc1N(C)S(=O)(=O)c1ccccc1,-2.8,-2,2.1,-7,1.2,0,-5.5,-2,0.4
COc1ccccc1Nc1nc(N2CCOCC2)nc(N2CCOCC2)n1,-1.7&0.8,1&-8,-1.5&0.1,4&2,-1.4&-0.9,3&-6,-1.3&0.5,-1&2,0.6&0.3
O=[N+]([O-])c1ccc(N2CCN(c3cccc(Cl)c3)CC2)cn1,-1.9,2,-1.4,4,0.3,-4,0.1,6,1.8

# Some of the entries so far, with bars between the fields:
structure | Mtb UGM inh | Anthrax LF inh2 | Mtb BioA inh | BoNT F protease | PfHsp40 rescue | FBA Mtb inh | FadD28 binding | GDH-TPI counter | BoNT A protease
COc1cc2cc(Oc3ccc4ccc(=O)oc4c3)c(=O)oc2cc1OC(C)=O | 2.2 | 2 | -1.0 | -6 | 1.3 | 9 | -2.5 | 28 | -0.3
Cc1ccc(-n2c(O)c(/C=N/NC(=O)c3ccncc3)c(=O)[nH]c2=O)cc1 | 0.9 | 2 | / | -7 | -1.5 | 0 | -1.8 | 25 | -0.9

# Next section:
SMILES,Mtb UGM inh,Anthrax LF inh2,Mtb BioA inh,BoNT F protease,PfHsp40 rescue,FBA Mtb inh,FadD28 binding,GDH-TPI counter,BoNT A protease
O=C(CSc1ccc2nnc(-c3cccs3)n2n1)N1CCCC1,2.6,1,/,2,-0.4,4,-1.4,1,-0.7
S=C(NCCc1ccccc1)NCCN1CCOCC1,0.3,0,-0.7,?,-2.2,-1,-2.7,17,?
Cc1ccc(-c2ccc(CN3C(CC(C)C)C(=O)N(Cc4cn(Cc5ccco5)nn4)CCS3(=O)=O)cc2)cc1 (configuration not stated),/,-2,-0.4,-2,/,-3,-4.9,-7,-0.4
Cc1cc(/C=C(\C#N)C(=O)O)c(C)n1CC1CCCO1 (configuration not stated),-1.9,-3,/,0,-1.4,6,0.3,27,-0.6
NC(=O)c1cccn1Cc1ccccc1Cl,-1.5,3,-1.1,2,-1.2,1,0.3,17,-0.1
CC(=O)n1cc([C@H]2C=C(C(=O)Nc3ccccc3)O[C@@H](OCCCCO)C2)c2ccccc21,-0.8,1,0.6&-0.2,1,1.2,2,-0.6,7,-0.2
O=C(NCCCNCc1ccccc1)c1ccccn1,0.8,2&2,0.1,-9&-4,0.2&1.0,6&-3,-1.9&0.7,6&-6,-0.4&-1.8
O=C(COc1ccc2ccccc2c1Br)NC(=S)Nc1cccc(CO)c1,-0.5,2,/,-1,5.9,0,-5.7,7,0.1
CC1CCN(CCCCOc2ccc([N+](=O)[O-])cc2)CC1,0.5,-1,/,-1,-0.7,-1,-2.6,1,1.0
Cc1cc2c(sc3c(C)ccc(C)c32)c(C)n1,-2.8,29,-1.3,?,-1.1,1,-5.7,-7,-2.4
CC(C)c1ccc(NC(=O)C(c2ccccc2)N2CCN(C(=O)c3ccco3)CC2)cc1 (configuration not stated),0.7,6,-0.9,?,2.4,-9,-6.1,7,1.2
COC(=O)C1=C(c2c(C)noc2C)C[C@@H]2CC[C@H]1N2C(=O)NC1CC1,3.1,5,0.3,-4,-0.7,0,-1.5,-2,-0.6
O=[N+]([O-])c1cc(S(=O)(=O)NCCN2CCOCC2)ccc1Sc1nnnn1-c1ccccc1,-1.1,1,/,-2,0.1,-2,1.0,5,-0.2
O=C(NCc1cn(-c2ccccc2)nc1-c1ccccc1)c1cccc([N+](=O)[O-])c1,2.8,0,1.4,-2,-1.2,-5,-5.2,0,-0.3
COc1ccccc1NS(=O)(=O)c1c(C(=O)N2CCCC2)c(C)n(C)c1C,-1.9,0,-3.0,6,1.7,-3,-3.7,-7,-0.1
C/C(CCc1ccccc1)=N\NC(=O)CC(=O)NCCc1ccccc1,-0.9,2,4.8,-6,-0.5,-2,-4.1,0,0.0
Cc1csc2nc(CNC(=O)C3CCCCC3)cn12,2.2,6,-0.6,-10,-0.5,0,0.5,-7,0.0
COc1ccc(C)cc1NC(=O)CCN1CCN(c2ccccc2)CC1,1.9,-7,/,?,-0.2,6,-2.6,0,-12
c1csc(C2CCCN2c2nc3nonc3nc2NC2CC2)n1 (configuration not stated),-0.6,-4,0.2,-6,-0.3,-6,-4.3,20,-0.4
COc1ccc(OC)c(NC(=O)c2ccc(N3C(=O)C4CC=C(C)CC4C3=O)cc2)c1 (configuration not stated),-1.1,-5,-1.5,-7,/,-2,-0.9,10,-0.7
COc1ccc(C(=O)/C(C#N)=N/Nc2ccccc2[N+](=O)[O-])cc1,-0.1,0,/,0,0.1,-2,-0.9,6,-0.7
COc1ccc(-n2nc3c(c2NC(=O)COc2cccc(OC)c2)CS(=O)(=O)C3)cc1,-2.9,2,0.1,5,-1.0,0,-0.7,0,1.9
Cc1cccc(-c2noc(C3CCCCC3)n2)c1,4.2,-4,-1.9,-4,2.2,-2,-0.9,4,0.3
CC1CCCN(CCCNC(=O)c2cc3c(s2)-c2ccccc2OC3)C1 (configuration not stated),-0.5,/,0.2,/,-1.0,/,-15,23,/
Cc1ccc(-c2cc(C(=O)N/N=C\c3cnn(C)c3C)c3ccccc3n2)cc1C,-0.3,-4,-2.8,17,-0.3,3,-4.4,26,-0.1
O=C(OCCN1CCOCC1)c1ccc(OCCN2CCOCC2)cc1,0.9,-1,1.1,-9,-1.5,7,-2.6,1,-0.2
Fc1ccc(-c2nc3c(Cl)cc(C(F)(F)F)cn3c2Cc2cccc(F)c2)cc1,/,2,-2.3,6,/,0,-2.3,/,1.0
CCn1c(SCc2ccc(C#N)cc2)nnc1-c1cccc(Cl)c1,0.4,1,23,-6,0.0,0,-2.7,8,-1.8
COC(=O)CSc1nnc(CNc2ccc(Cl)cc2)n1-c1ccccc1,0.9,-2,3.5,-6,2.1,-3,-6.3,4,-0.3
CCn1c2ccccc2c2nnc(SCC(=O)NC3CCS(=O)(=O)C3)nc21 (configuration not stated),-0.1,-3,/,-2,-0.4,0,0.3,2,-0.8
CC(=O)N1c2ccccc2C(C)=CC1(C)C,-0.9,4,-0.1,5,-0.1,-1,-4.8,8,-0.5
CC1CCCC(C)N1C(=O)Cn1nnc(-c2ccccc2)n1 (configuration not stated),-0.3,8,-0.4,13,-0.8,2,-1.8,-1,-0.9
CC#CCOCC1CN(C)C(=O)O1 (configuration not stated),/,0,1.2,-1,/,2,-3.1,-1,0.1
CC1CCC2(CC1)NC(=O)N(NC(=O)c1cccs1)C2=O (configuration not stated),-1.9,3,-0.7,-6,1.9,-3,-2.0,-6,0.8
Cc1cccc(-c2nnc(N)s2)c1,-0.5,2,-1.0,0,-2.4,-2,-1.2,10,-0.1
CCN(CC)c1ccc(NC(=O)COc2ccc(-n3cnnn3)cc2)cc1,-3.3,-7,-3.0,-14,0.6,-1,-0.2,6,-0.4
COc1ccccc1NC(=O)c1ccc(S(=O)(=O)N(C)C)cc1,-0.7,-6,-1.4,-7,-0.8,-1,-1.1,7,0.2
CCC(C)(C)NC(=O)CN(C(=O)CCC(=O)Nc1nccs1)c1ccc2c(c1)OCO2,0.1,10,/,3,-0.2,1,?,3,0.3
CC(=O)NCCN=C(C)c1sc2ccccc2c1O,-1.2,-5,0.4,-12,-0.8,0,-0.2,6,-0.6
CCn1c(-c2nn(-c3ccccc3)ccc2=O)n[nH]c1=S,2.2,0,/,2,-0.3,3,-1.1,18,-0.4
CC(=O)O[C@H]1[C@H](O)[C@H](Oc2c(O)c(C)c3c4c2[C@@H](C)CC[C@@H]4[C@@H](C)C[C@H]3C=C(C)C)O[C@@H](C)[C@H]1O,/,0,-1.1,0,15,1,-26,8,-0.5
COc1cc(NS(=O)(=O)c2cc(C(=O)N3CCN(C(C)=O)CC3)ccc2OC)cc(OC)c1,1.9,-1,-0.4,-3,-0.8,0,-3.1,-4,-0.4
C=CCC[C@@H](Cc1ccc(F)cc1)C(=O)OC[C@@H](Cc1c[nH]c2ccccc12)NC(=O)[C@H](CC=C)CC(=O)N[C@H](CO)Cc1ccccc1,-0.5,2,-1.3,2,2.1,0,0.8,3,-0.6
Cn1c(Sc2nc3ccccc3n2C)nc2ccccc21,-1.4,8,/,-8,0.9,1,0.8,1,-0.6
O=C(N/N=C/c1ccncc1)c1ccc2c(c1)OCO2,-0.4,2,1.2,1,-1.2,0,-0.2,15,-1.3
CCOC(=O)C1CCN(C(=O)c2ccc(N3CCOCC3)c([N+](=O)[O-])c2)CC1,-0.5,-4,-0.2,-2,-0.1,1,1.7,-7,-0.2
CN(Cc1ccc(Cl)cc1Cl)C(=O)CNC(=O)c1ccco1,0.3,2,1.6,-7,4.0,2,-3.4,-16,0.2
CCC1Oc2ccc(C)cc2N(CC(=O)NCc2ccccc2OC)C1=O (configuration not stated),1.9,-7,-0.8,-7,0.4,0,-0.3,3,-0.1
c1ccc(Nc2nc3ccccc3n3nnnc23)cc1,4.8,-7,-1.7,-11,2.1,0,-2.5,12,0.3
CCCN(CCC)C(=S)Nc1cc(C(=O)OC)ccc1C(=O)OC,-0.4,0,/,0,-0.9,11,-3.5,-3,0.6
Cc1ccc(NC(=O)COC(=O)c2csc3c2CCC(C)C3)cc1S(=O)(=O)N1CCCCC1 (configuration not stated),1.1,-21,-2.0,-27,0.7,-4,0.3,1,-8.5
